# From PubChem BioAssay
# TDP1 cell CPT = growth inhibition of DT40 Tdp1-/-;hTDP1 cells with camptothecin (screen for TDP1 inhibitors). chicken DT40 Tdp1-/-;hTDP1 cells + 20 nM CPT, ATP luminescence, 48 h. Potency, µM (highest dose often 46.2 µM), inactives show top-dose activity change, negative = growth inhibition, hits mostly inhibitors. 420,000 tested, 12% active; further: nearly all actives have a fitted effect of over 55% in size
#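 Chicken DT40 Tdp1-/- cells complemented with human TDP1, 400 cells/well, exposed to compounds plus 20 nM camptothecin for at least 48 h at 37 C; viability read as ATP content by CellTiter-Glo luminescence.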
# FEN1 inhibitor = inhibitors of human flap endonuclease 1; 390,000 tested, 0.35% active; P39748; Potency, µM (highest dose often 114 µM), without a hit: at the top dose activity change, negative = inhibition, hits mostly inhibitors; Recombinant FEN1 flap cleavage, fluorescence, 15 min; AID 588795; further: nearly all actives have a fitted effect of over 65% in size
# Target sequence (P39748 whole entry, looked up): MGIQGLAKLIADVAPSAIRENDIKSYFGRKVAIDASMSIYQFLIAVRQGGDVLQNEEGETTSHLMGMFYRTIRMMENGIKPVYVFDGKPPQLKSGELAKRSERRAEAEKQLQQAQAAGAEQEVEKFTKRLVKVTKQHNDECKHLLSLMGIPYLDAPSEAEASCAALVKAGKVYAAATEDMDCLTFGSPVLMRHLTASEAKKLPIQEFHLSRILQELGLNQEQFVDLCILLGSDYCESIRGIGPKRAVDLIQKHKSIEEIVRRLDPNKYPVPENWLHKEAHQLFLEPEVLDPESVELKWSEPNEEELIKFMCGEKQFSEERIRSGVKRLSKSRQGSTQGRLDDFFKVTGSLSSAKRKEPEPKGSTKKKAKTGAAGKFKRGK
#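 In this screen, 50 nM flap DNA substrate was added to 10 nM FEN1 pretreated with compound for 15 min at room temperature; cleavage was followed with reads at 0 and 15 min, and Hill fitting gave concentration–response parameters.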
# N370S GC mod = inhibitors or activators of N370S glucocerebrosidase for Gaucher disease; P04062; N370S GC spleen homogenate, 4MU-glucoside fluorescence; Potency, µM (doses to about 59.4 µM), for the others: at the highest dose activity change, negative = inhibition, hits mostly inhibitors; 330,000 tested, 0.092% active;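 further: 0% = full enzyme activity and -100% = no enzyme basal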
# Active calls of the source: *; ? = inconclusive; · = no result given; & = joins results of further samples. The call rests on the fitted dose curve; in most records, active means well fitted curve in the direction sought with a large enough effect; inconclusive means small, poorly fitted or top-dose-only effect, or another doubt; inactive means no such curve, though single readings can be large; an effect the other way counts as inactive or inconclusive. Unless noted, on the % scale 0 is the no-effect control and ±100 the full control effect; potency means the concentration at half of the fitted maximal effect. These rows are one share of the data; rates above refer to the full screens.
# Start of the data: the first 5 entries, ahead of the listing:
SMILES,TDP1 cell CPT,FEN1 inhibitor,N370S GC mod
O=C(CSc1ncnc2c1cnn2-c1ccc(Cl)cc1)NCc1ccc2c(c1)OCO2,?,6%,7%
O=C(CCN1CCOCC1)c1ccc(Br)cc1,3.3µM*,-1%,-1%
CCOC(=O)CSc1nc2sc3c(c2c(=O)n1-c1ccccc1)CC(C(C)C)OC3 (configuration not stated),?,11%,·
CCN(CC)C(=O)Cn1c(SCCOc2ccc(Cl)cc2)nc2ccccc21,?,-2%,·
O=C(Nc1ccccn1)c1cc(-c2ccc(Cl)s2)nc2ccccc12,?,-17%,·

# Main list, repeating the preview:
SMILES,TDP1 cell CPT,FEN1 inhibitor,N370S GC mod
O=C(CSc1ncnc2c1cnn2-c1ccc(Cl)cc1)NCc1ccc2c(c1)OCO2,?,6%,7%
O=C(CCN1CCOCC1)c1ccc(Br)cc1,3.3µM*,-1%,-1%
CCOC(=O)CSc1nc2sc3c(c2c(=O)n1-c1ccccc1)CC(C(C)C)OC3 (configuration not stated),?,11%,·
CCN(CC)C(=O)Cn1c(SCCOc2ccc(Cl)cc2)nc2ccccc21,?,-2%,·
O=C(Nc1ccccn1)c1cc(-c2ccc(Cl)s2)nc2ccccc12,?,-17%,·
Cc1cccc(CN2CCN(CC(=O)NCCCN3CCCC3=O)C2=O)c1,4%,0%,-5%
Cc1ccc(S(=O)(=O)NCc2ccc(C(=O)NC3CCCCC3)cc2)cc1,?,-13%,-2%
CCc1ccc2[nH]cc(C(=O)N3CCCCCC3)c(=O)c2c1,-17%,-4%,-3%
CCOC(=O)C(NC(C)=O)(NS(=O)(=O)c1ccccc1)C(F)(F)F (configuration not stated),5%,1%,1%
CCOC(=O)CCCNC(=O)COC(=O)CCC(=O)c1ccc(F)cc1,-3%,10%,3%
C=CCNC(=O)c1ccccc1S(=O)c1ccccc1C#N (configuration not stated),16%,-2%,4%
Cn1c(N2CCOCC2)c(C=O)c2ccccc21,-12%,-9%,-1%
CC(=O)N1CC(=O)N=C1SCC(=O)Nc1nc(-c2ccccc2)c(-c2ccccc2)s1,18µM*,-8%,-26%
Cc1c(CCO)sc[n+]1CC(=O)OC12CC3CC(CC(C3)C1)C2,?,-3%,-9%
COc1ccccc1N1CCN(C(=O)CCNS(=O)(=O)c2ccc3c(c2)CCC(=O)N3)CC1,-16%,1%,-20%

# An excerpt of these results, with values under each structure.
# Order of results: TDP1 cell CPT, FEN1 inhibitor, N370S GC mod
CCOC(=O)C(NC(C)=O)(NS(=O)(=O)c1ccccc1)C(F)(F)F (configuration not stated)
 : 5%, 1%, 1%
O=C(CCN1CCOCC1)c1ccc(Br)cc1
 : 3.3µM*, -1%, -1%

# Quoted at random: seven compounds from above.
SMILES,TDP1 cell CPT,FEN1 inhibitor,N370S GC mod
C=CCNC(=O)c1ccccc1S(=O)c1ccccc1C#N (configuration not stated),16%,-2%,4%
Cc1c(CCO)sc[n+]1CC(=O)OC12CC3CC(CC(C3)C1)C2,?,-3%,-9%
CCN(CC)C(=O)Cn1c(SCCOc2ccc(Cl)cc2)nc2ccccc21,?,-2%,·
Cc1cccc(CN2CCN(CC(=O)NCCCN3CCCC3=O)C2=O)c1,4%,0%,-5%
CCOC(=O)C(NC(C)=O)(NS(=O)(=O)c1ccccc1)C(F)(F)F (configuration not stated),5%,1%,1%
O=C(CSc1ncnc2c1cnn2-c1ccc(Cl)cc1)NCc1ccc2c(c1)OCO2,?,6%,7%
Cn1c(N2CCOCC2)c(C=O)c2ccccc21,-12%,-9%,-1%

# (continued)
SMILES,TDP1 cell CPT,FEN1 inhibitor,N370S GC mod
Cc1ccc(C)c(C(=O)CSc2nc(N)cc(=O)[nH]2)c1,-18%,21%,-3%
CN(C)CCN1CCc2ccccc21,2%,9%,7%
CCn1cc(Br)c(C(=O)Nc2sc3c(c2C(N)=O)CCCC3)n1,-12%,-4%,-4%
CCCCC(CC)CNC(=O)CCCn1c(=O)[nH]c2ccsc2c1=O (configuration not stated),15µM*,13%,·
CC(C)(C)N=C(NS(=O)(=O)c1cccs1)c1ccccc1,8%,-6%,-1%
COc1ccnc(Nc2cccc(C)c2)c1C#N,-8%,-14%,0%
Cc1ccc(OCCn2cc(C(=O)c3cccs3)c3ccccc32)cc1,18µM*,7%,·
Cc1nc(-c2ccccc2)sc1-c1ccc(SCC(=O)Nc2cccc(C(F)(F)F)c2)nn1,?,-4%,·
CN(C(=O)CSc1cc(C(=O)c2nccn2C)c2ccccc2n1)c1ccccc1,15µM*,10%,-5%
O=C(c1ccccc1)N1CCN(c2ccccc2)CC1,-24%,16%,·
Cc1cc(C(F)(F)F)nn1C(=O)c1cccnc1Cl,-7%,6%,-3%
COc1cc(OC)c(OC)cc1/C=C/c1nc2ccccc2o1,?,-5%,·
COC(=O)c1[nH]c2ccc(Br)cc2c1NC(=O)Oc1ccccc1,-13%,-13%,-25%
CCCN1C(=O)c2cc(C(=O)Nc3ccc(OC)cc3OC)ccc2C1Nc1ccc(OC)cc1OC (configuration not stated),23µM*,6%,-6%
Cc1ccc(CNC(=O)CSc2nnc(C)c3c(C)n(-c4ccccc4)nc23)cc1,?,-12%,·
O=C(NCc1n[nH]c(=O)c2ccccc12)C1CC(=O)N(c2ccc(Cl)cc2)C1 (configuration not stated),?,0%,1%
Cn1cc(CN2CCC(C(O)CCc3ccccc3)CC2)c(-c2ccccc2F)n1 (configuration not stated),10%,6%,-6%
O=C(CCn1c(=O)c2cccn2c2ccccc21)Nc1ccc(F)cc1,?,-3%&7%,?
COc1ccccc1NC(=O)c1cc2n(n1)C(C(F)(F)F)CC(c1ccc3c(c1)OCO3)N2 (configuration not stated),16µM*,10%,16%
O=C(COC(=O)c1ccccc1O)NCc1ccco1,-2%,2%,·
Cc1nnc2ccc(-c3ccc(NC(=O)Cc4cccs4)cc3)nn12,?,-8%,-6%
CCOC(=O)C1=C(O)/C(=C\c2ccc(OC)c(OC)c2)N=C1C,-22%,3%,4%
CN1CCN(c2ccc(NC(=O)c3cc([N+](=O)[O-])ccc3N3CCOCC3)cc2)CC1,2%,5%,-7%
CC(=O)Nc1nnc(SCc2ccc(C(=O)Nc3ccccc3F)cc2)s1,-27%,-9%,5%
Cc1ccc(NC(=S)N2CCN(S(=O)(=O)c3ccccc3)CC2)cc1C,-12%,16%,-15%
Nc1nc(N)nc(-c2cc(Cl)ccc2Cl)n1,2%&5%,1%,-5%
COc1cccc(NC(=O)COC(=O)c2c(C)nn(-c3ccccc3)c2C)c1,?,0%,·
O=C1CC(N(O)c2ccccc2)C(=O)N1c1cc(Cl)cc(Cl)c1 (configuration not stated),?,-1%,-5%
C1=C(CCNc2ncnc3c2[nH]c2ccccc23)CCCC1,0.73µM*,-28%,1%
COc1ccc(C(=O)COC(=O)c2sc(C)nc2C)cc1F,-7%,9%,·
CN1C(=O)C(C)(C)c2cc(S(=O)(=O)NCCc3ccc(Cl)cc3)ccc21,5%,17%,-6%
Cc1ccc(-n2ncc3c(NCc4ccccn4)ncnc32)c(C)c1,-16%,-4%,5%
N#CCC(=O)Nc1ccc(C(=O)OCC(=O)NC(=O)Cc2ccccc2)cc1,9%,2%,-3%
COc1ccccc1/C=C/C=N/NC(=O)c1ccc(=O)n(C)c1,-4%,2%,-13%
CCOc1cc2nc(-c3ccc(OC)c(OC)c3)nc(NCCCN3CCOCC3)c2cc1OC,?,?,0%
Cc1cc(C)c2nc(C)cc(Nc3ccc(C(=O)N(C)C)cc3)c2c1,18%,-12%,12%
O=C(NCCCNC(=O)c1ccco1)c1ccc(Cl)cc1,11%,0%,1%
O=C(Nc1ccccc1)/C(=C/c1ccc(O)cc1)NC(=O)c1ccco1,12%,12%,-15%
Cc1ccc(C(=O)N[C@H](C(=O)Nc2ccc(N3CCOCC3)cc2)C(C)C)cc1,-23%,9%,-3%
COc1ccc(NC(=O)NS(=O)(=O)c2ccc(C)cc2)cn1,3%,7%,-6%
O=c1c2sc3ccccc3c2n(Cc2cccc(Cl)c2)c(=O)n1Cc1ccccc1,13µM*,-6%,·
CC(C)CN1CCC(=O)N([C@H](CO)c2ccccc2)CC1,-6%&-15%,-5%&-4%,1%
CCc1c(C)nc(SCc2nc(-c3ccccc3C)no2)[nH]c1=O,?,10%,·
O=C(NC(=S)Nc1cccc(NC(=S)NC(=O)c2ccco2)n1)c1ccco1,-18%,-5%,-5%
CC1(C)CC(=O)c2cc(C(=O)Nc3ccc(Br)cc3)c(=O)n(-c3ccc(Cl)cc3)c2C1,-1%,-5%,·

# Limited to FEN1 inhibitor, for two of the compounds above:
SMILES | FEN1 inhibitor
CC(C)CN1CCC(=O)N([C@H](CO)c2ccccc2)CC1 | -5%&-4%
CCc1c(C)nc(SCc2nc(-c3ccccc3C)no2)[nH]c1=O | 10%

# Additional records.
SMILES,TDP1 cell CPT,FEN1 inhibitor,N370S GC mod
CCN(C(=O)COC(=O)/C=C/c1ccco1)c1c(N)n(Cc2ccccc2)c(=O)[nH]c1=O,-1%,15%,·
O=C(CC1Sc2ccccc2NC1=O)OCc1cc(=O)oc2cc(O)ccc12 (configuration not stated),-28%,?,14%
COCCN(C(=O)COC(=O)CNC(=O)c1ccc(C)cc1)c1c(N)n(Cc2ccccc2)c(=O)[nH]c1=O,15%,-4%,·
Cc1ccccc1NC(=S)Nc1cccc2cnccc12,?,-8%,-2%
CCn1cc(C(=O)N2CCN(c3ccc(OC)cc3)CC2)c(=O)c2cc(S(=O)(=O)N3CCCCC3)ccc21,-1%,-12%,-1%
Cc1ccccc1NC(=S)NC(C)CCc1ccccc1 (configuration not stated),?,-2%,-2%
CC(C)C1=CC2=CCC3[C@@](C)(CCC[C@@]3(C)C(=O)O)C2CC1 (some centres not stated),6%,·,22%
Cc1cnccc1CN(C)C(=O)C1CCC(=O)N(Cc2ccccc2F)C1 (configuration not stated),3%,2%,1%
CCN(CC)S(=O)(=O)c1ccc(-c2nnc(SCC(=O)N3CCc4ccccc43)o2)cc1,?,-1%,5%
Cc1c(CC(=O)O)c(=O)oc2cc(OCc3ccc(F)cc3F)ccc12,-4%,2%,8%
COC(=O)c1ccc(CNC(=O)CSc2nnc(COc3ccccc3)n2C)o1,-6%,0%,1%
CC1=NNC(=O)C1CC(=O)N/N=C/C(C)=C/c1ccccc1 (configuration not stated),14%,1%,-15%
O=C(NC(=S)NCc1cccnc1)c1ccccc1[N+](=O)[O-],?,-6%,-3%
Cc1cccc(C)c1OCCN1C(=O)NC(C)(c2ccccc2)C1=O (configuration not stated),-4%,9%,-1%
Cc1ccc(-c2cc3ncc4c(n3n2)-c2cc(Cl)ccc2OC4)cc1,0%,-3%,·
Cc1cc2c(c(C)c1CCO[C@@H]1O[C@H](CO)[C@@H](O)[C@H](O)[C@H]1O)C(=O)[C@@H](C)[C@@H]2O,2.9µM*,-10%,·
COCCN1CN(S(=O)(=O)c2ccc(Cl)cc2)c2nc3ccccc3nc21,?,-9%,10%
COc1ccccc1/C=C/C=N/NC(=O)CCn1nnc2ccccc21,?,-11%,-22%
Cc1cc(C)c(S(=O)(=O)N2CCN(C(=O)c3cccs3)CC2)c(C)c1,-7%,-21%,29%
CSc1nnc(CNC(=O)c2ccccc2)n1-c1cccc(C)c1,0%,4%,4%
